Screening results (PubChem)
N370S GC – qHTS Assay for Inhibitors and Activators of N370S glucocerebrosidase as a Potential Chaperone Treatment of Gaucher Disease | Lysosomal acid glucosylceramidase (Homo sapiens), P04062 | N370S GC spleen homogenate, 4MU-glucoside fluorescence | Potency, µM (highest dose often 59.4 µM), without a hit: top-dose activity change, negative = inhibition, most hits filed as inhibitors | hit rate 0.092% among 330,000 | AID 2101, 2009;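 note: 0% = full enzyme activity and -100% = no enzyme basal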
FEN1 inh – qHTS Assay for the Inhibitors of Human Flap endonuclease 1 (FEN1). Recombinant FEN1 flap cleavage, fluorescence, 15 min. hit rate 0.35% among 390,000. P39748. Potency, µM (titrated, usually from 114 µM), for the others: at the highest dose activity change, negative = inhibition, hits mostly inhibitors; note: nearly all actives have a fitted effect of over 65% in size
Target sequence (P39748 whole entry, looked up): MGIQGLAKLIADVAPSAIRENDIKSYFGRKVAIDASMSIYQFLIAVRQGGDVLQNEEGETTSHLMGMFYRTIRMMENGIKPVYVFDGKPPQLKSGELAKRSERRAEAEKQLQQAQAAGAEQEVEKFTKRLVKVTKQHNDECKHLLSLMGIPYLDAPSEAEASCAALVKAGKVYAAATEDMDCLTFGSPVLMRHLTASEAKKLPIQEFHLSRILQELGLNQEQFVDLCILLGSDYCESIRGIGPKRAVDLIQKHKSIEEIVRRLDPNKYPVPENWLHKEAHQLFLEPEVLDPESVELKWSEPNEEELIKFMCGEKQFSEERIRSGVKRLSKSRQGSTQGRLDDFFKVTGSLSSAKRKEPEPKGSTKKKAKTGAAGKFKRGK
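Enzyme 10 nM, 15 min RT preincubation with compound; start with substrate 50 nM final; reads at 0 and 15 min; qHTS titration, four-parameter Hill fit.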
TDP1 block – qHTS Assay for Inhibitors of Tyrosyl-DNA Phosphodiesterase (TDP1). Tyrosyl-DNA phosphodiesterase 1 (Homo sapiens), Q9NUW8. Potency, µM (titrated, usually from 130 µM), for the others: at the top dose activity change, negative = inhibition, hits mostly inhibitors. recombinant TDP1, AlphaScreen DNA substrate cleavage. hit rate 0.28% among 350,000; note: nearly all actives have a fitted effect of over 40% in size
Target sequence (Q9NUW8 whole entry, looked up): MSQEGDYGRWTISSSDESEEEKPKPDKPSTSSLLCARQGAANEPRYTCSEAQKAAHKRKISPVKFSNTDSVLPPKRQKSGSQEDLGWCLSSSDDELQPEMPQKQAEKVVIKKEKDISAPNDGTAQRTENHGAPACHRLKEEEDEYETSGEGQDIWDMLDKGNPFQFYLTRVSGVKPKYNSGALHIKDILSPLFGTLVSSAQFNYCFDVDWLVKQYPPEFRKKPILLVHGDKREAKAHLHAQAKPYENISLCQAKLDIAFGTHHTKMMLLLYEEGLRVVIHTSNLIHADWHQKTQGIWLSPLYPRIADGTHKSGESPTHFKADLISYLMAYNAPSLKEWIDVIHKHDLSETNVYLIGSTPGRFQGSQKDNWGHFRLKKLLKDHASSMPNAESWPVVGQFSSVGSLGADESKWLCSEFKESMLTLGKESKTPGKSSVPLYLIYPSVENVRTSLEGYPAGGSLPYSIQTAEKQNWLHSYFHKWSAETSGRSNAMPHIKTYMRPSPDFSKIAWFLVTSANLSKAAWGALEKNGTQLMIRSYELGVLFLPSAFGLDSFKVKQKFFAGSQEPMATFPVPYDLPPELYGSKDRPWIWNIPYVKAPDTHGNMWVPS
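Enzyme-compound mixtures sat 15 min at room temperature, followed by a 5 min reaction with 15 nM final substrate and 10 min with AlphaScreen beads. Recombinant human Tdp1 was used at 1 nM final.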
* marks the source's active call; other numbers are inactive results; ? = inconclusive; nt = no result given; & = joins results of further samples; [ ] = remark or other dose. Calls come from the whole dose curve; as a rule, active = well fitted curve in the direction sought with a large enough effect; inconclusive = small, poorly fitted or top-dose-only effect, or another doubt; inactive = no such curve, though single readings can be large; an effect the other way counts as inactive or inconclusive. Unless noted, % is set by controls: 0 for no effect and ±100 for the full control effect; potency is the fitted concentration of half-maximal effect.

[1] CCSc1ccccc1C(=O)Nc1nc2ccccc2c(=O)[nH]1
[2] COc1cc(CNCc2cccc3ccccc23)cc(OC)c1
[3] CCN1CCN(c2ncnc3c2cnn3-c2ccc(C)c(Cl)c2)CC1
[4] Cc1ccc(S(=O)(=O)N2CCOCC2)cc1NC(=O)CSc1ccccn1
[5] CCC(C)[C@@H](C(=O)NCC1CCC(C(=O)O)CC1)n1nnc2ccccc2c1=O (stereo not given in full)
[6] COc1cccc(OC)c1C(=O)Nc1ccc(S(=O)(=O)Nc2cc(C)nc(C)n2)cc1
[7] O=C(COC(=O)c1cccnc1)Nc1ccc2c(c1)OCO2
[8] Cn1c(N)c(-c2ccccc2)c2ccc([N+](=O)[O-])cc2c1=O

| entry no. | 1 | 2 | 3 | 4 | 5 | 6 | 7 | 8 |
| --- | --- | --- | --- | --- | --- | --- | --- | --- |
| N370S GC | 11% | -14% | nt | 5% | 6% | -2% | 1% | -3% |
| FEN1 inh | 1% | 14% | 16% | 12% | 2% | 6% | 18% | 3% |
| TDP1 block | -2% | 7% | 8% | 3% | 1% | 7% | 5% | nt |

Grouped by structure: the compounds so far with sulfur
[1] CCSc1ccccc1C(=O)Nc1nc2ccccc2c(=O)[nH]1
[4] Cc1ccc(S(=O)(=O)N2CCOCC2)cc1NC(=O)CSc1ccccn1
[6] COc1cccc(OC)c1C(=O)Nc1ccc(S(=O)(=O)Nc2cc(C)nc(C)n2)cc1

| entry no. | 1 | 4 | 6 |
| --- | --- | --- | --- |
| N370S GC | 11% | 5% | -2% |
| FEN1 inh | 1% | 12% | 6% |
| TDP1 block | -2% | 3% | 7% |

Later entries
[9] CCCCOC(=O)c1ccc(N/C(=N\S(=O)(=O)c2ccccc2)c2ccccc2)cc1
[10] Cc1cc(C)cc(NC(=O)Cn2c(=O)n(CCC(C)C)c(=O)c3cccnc32)c1
[11] O=C(Nc1ccc(F)cc1F)c1ccc2c(=O)n3c(nc2c1)CCCCC3
[12] Cc1ccc(-c2nnc(CSc3nnc(COc4ccccc4)n3-c3ccccc3)o2)cc1
[13] Cc1cccc(NCc2nnc(-c3ccccc3)o2)c1C
[14] N#Cc1cccc(-c2ccc3ncnc(NCc4cccnc4)c3c2)c1
[15] COc1cccc(C2CC(c3cccc(OC)c3)n3nc(N)nc3N2)c1 (stereo not given)
[16] OCC[C@@H]1C[C@@H](O)[C@H](O)[C@@]2(Cc3ccccc3O2)O1

| entry no. | 9 | 10 | 11 | 12 | 13 | 14 | 15 | 16 |
| --- | --- | --- | --- | --- | --- | --- | --- | --- |
| N370S GC | 27% | nt | nt | ? | -9% | -12% | 0% | -2% |
| FEN1 inh | -17% | -13% | -7% | -15% | -5% | nt | 12% | 16% |
| TDP1 block | 2% | 2% | 0% | 3% | 4% | 9%[56.1 µM] | 10% | nt |

Limited to TDP1 block (two entries from above):
no. | canonical_smiles | TDP1 block
12 | Cc1ccc(-c2nnc(CSc3nnc(COc4ccccc4)n3-c3ccccc3)o2)cc1 | 3%
10 | Cc1cc(C)cc(NC(=O)Cn2c(=O)n(CCC(C)C)c(=O)c3cccnc32)c1 | 2%

(next part)
[17] CS/C(=C\[N+](=O)[O-])Nc1ccc(F)cc1
[18] CC1CCCN(CCC(=O)Nc2ccc3c(c2)CCC3)C1 (stereo not given)
[19] CSc1ccccc1-c1nnc(-c2ccc(C)cc2)o1
[20] CC1(C)C(=O)N(CC(=O)Nc2cccc(F)c2)c2ccc(S(=O)(=O)N3CCCCC3)cc21
[21] COc1ccc(NC(=O)N2CCOCC2)cc1
[22] CCCOc1ccc(CNC(=O)Cn2cc3c(n2)-c2c(oc(C(=O)N4CCOCC4)c2C)CC3)cc1
[23] CCC(C)[C@H](NC(=O)NC1CCN(Cc2ccccc2)CC1)C(=O)OC (stereo not given in full)
[24] Clc1ccc2c(NCc3ccccc3)ccnc2c1

| entry no. | 17 | 18 | 19 | 20 | 21 | 22 | 23 | 24 |
| --- | --- | --- | --- | --- | --- | --- | --- | --- |
| N370S GC | 4% | -14% | ? | nt | -9% | nt | 5% | -17% |
| FEN1 inh | -1% | -7% | -22% | -19% | 20% | 6% | -3% | 1% |
| TDP1 block | 1% | 0% | 0% | 7% | nt | 5% | 1% | 11% |

[25] CSc1nc2sc3c(c2c2nnnn12)CCCC3
[26] CCOC(=O)C(=CN=C(N)Nc1nc2ccccc2o1)C(=O)OCC
[27] Oc1c(Cl)cc(Cl)cc1C1=NNC(c2ccc(Cl)cc2)C1 (stereo not given)
[28] Cc1ccc2c(c1)c1c(c(=O)n(Cc3ccccc3)c(=O)n1Cc1cccc(F)c1)n2C
[29] CN(C)c1ccc(/C=C2\CCC/C(=C\c3ccccc3)C2=O)cc1
[30] Cc1nnsc1C(=O)N/N=C/c1cccc(C(F)(F)F)c1
[31] O=C1NC(=O)N(Cc2ccccc2F)C1=O
[32] Cc1ccc(Cl)cc1N1CCN(C2(c3ccccc3)C(=O)c3ccccc3C2=O)CC1

| entry no. | 25 | 26 | 27 | 28 | 29 | 30 | 31 | 32 |
| --- | --- | --- | --- | --- | --- | --- | --- | --- |
| N370S GC | -14% | 9% | -5% | nt | 9% | 15% | 3% | nt |
| FEN1 inh | -17% | -2% | 0% | -2% | -20% | -1% | 16% | 9% |
| TDP1 block | 4% | 10% | 7% | 0% | 4% | 0% | nt | 0% |

[33] O=C(CN1CCN(S(=O)(=O)c2ccc(F)cc2)CC1)Nc1ccccc1F
[34] CCOC(=O)c1c(NC(=O)c2cc3ccccc3c(=O)o2)sc2c1CCC(C)C2 (stereo not given)
[35] O=C(c1ccc(Cn2c(=S)[nH]c3ccc(Br)cc3c2=O)cc1)N1CCN(C2CCCCC2)CC1
[36] CCOC(=O)CSc1nnc(COc2ccc3ccccc3c2)o1
[37] COc1cc(NC(=O)C2CCCN(S(=O)(=O)c3cccc4nsnc34)C2)cc(OC)c1 (stereo not given)
[38] O=C(c1cc(COc2ccc(F)cc2F)on1)N1CC[C@@H]2CCCC[C@H]2C1
[39] CCCC1=NN2C(=N)/C(=C\c3ccc(SCc4ccco4)o3)C(=O)N=C2S1
[40] O=C(c1ccc(NS(=O)(=O)c2ccc3[nH]c(=O)[nH]c3c2)cc1)N1CCCCC1

| entry no. | 33 | 34 | 35 | 36 | 37 | 38 | 39 | 40 |
| --- | --- | --- | --- | --- | --- | --- | --- | --- |
| N370S GC | 5% | nt | -19% | -1% | -2% | -1% | -9% | ? |
| FEN1 inh | 7% | 2% | 6% | -15% | -16% | -13% | ? | -2% |
| TDP1 block | 4% | 2% | 4% | nt | 4% | 2% | nt | 2% |

[41] O=[N+]([O-])c1cc(C(F)(F)F)ccc1N1CCN(S(=O)(=O)c2ccc3c(c2)CCCC3)CC1
[42] COc1ccc(N2CCN(c3oc(COc4ccc(Cl)cc4)nc3C#N)CC2)cc1
[43] CCn1c(=S)sc2c(=O)n(CC(=O)Nc3ccc(Cl)cc3)c(C)nc21
[44] COc1ccc(CN(CC(=O)NCc2ccc(F)cc2)C(=O)c2ccco2)cc1
[45] CCN(CC)c1ccc(NC(=O)C2=CC=CN3CCS(=O)(=O)N=C23)cc1
[46] COc1ccc2c(c1)CCCC21NC(=O)N(CC(=O)NCc2cccs2)C1=O (stereo not given)
[47] CC1CCC(C(C)C)C(OCC(O)CN2CCCC(C)C2)C1 (stereo not given)
[48] C(=N\Nc1nc(Nc2ccccc2)nc(Nc2ccccc2)n1)/c1cccnc1

| entry no. | 41 | 42 | 43 | 44 | 45 | 46 | 47 | 48 |
| --- | --- | --- | --- | --- | --- | --- | --- | --- |
| N370S GC | -2% | 1% | 0% | -2% | nt | nt | -11% | 7% |
| FEN1 inh | -1% | 1% | -7% | -5% | -5% | 8% | -1% | -6% |
| TDP1 block | 5% | 11% | 1% | nt | 9% | 1% | 0% | 5% |

Whole records, quoted from the list. Values in the order: N370S GC, FEN1 inh, TDP1 block
COc1cccc(OC)c1C(=O)Nc1ccc(S(=O)(=O)Nc2cc(C)nc(C)n2)cc1 reads -2%, 6%, 7%
O=C(CN1CCN(S(=O)(=O)c2ccc(F)cc2)CC1)Nc1ccccc1F reads 5%, 7%, 4%
Cn1c(N)c(-c2ccccc2)c2ccc([N+](=O)[O-])cc2c1=O reads -3%, 3%, nt

Other records.
[49] Cc1ccc(NC(=O)c2c(N3CCCC3=O)c3cc(C)ccc3n2C)c(C)c1
[50] COc1cccc(C(=O)NCc2nnc(SCC(=O)Nc3nccs3)n2-c2cccc(C)c2)c1
[51] O=C(Nc1ccc(F)cc1)c1c(Cl)nc2ccccn12
[52] O=C(NCCNCCO)C1(C(F)(F)F)CC(CCc2ccccc2)CCCO1 (stereo not given)
[53] COCCCNC(=O)N1[C@H](c2cccs2)[C@@H](C)C(=O)[C@@H](C)[C@@H]1c1cccs1
[54] COc1ccc(COc2cccc3ccc(C)nc23)cc1F
[55] Cc1cc(C)n2nc(C(=O)Nc3cccc(S(=O)(=O)N4CCCC4)c3)nc2n1
[56] COc1ccc(CSc2nnnn2-c2ccc(O)cc2)cc1F

| entry no. | 49 | 50 | 51 | 52 | 53 | 54 | 55 | 56 |
| --- | --- | --- | --- | --- | --- | --- | --- | --- |
| N370S GC | nt | 2% | 0% | ? | nt | 1% | -3% | -6% |
| FEN1 inh | 11% | -14% | 10% | -17% | -8% | -11% | -11% | -1% |
| TDP1 block | 6% | 1% | 5% | 7% | 0% | 6% | -3% | 9% |

[57] Cc1ccc(C(C)C)c(OCCCn2c(=O)oc3ccccc32)c1
[58] O=C(c1ccc(F)cc1)C(CN1CCOCC1)c1ccccc1 (stereo not given)
[59] CCOC(=O)c1ccc(NC(=S)NCCCn2ccnc2)cc1
[60] Cc1ccc(C)c(NC(=O)COC(=O)c2nc(Cl)ccc2Cl)c1
[61] Cc1cccc(C)c1NC(=O)Cn1c(=O)n(CCC(=O)NCc2ccccc2Cl)c(=O)c2sccc21
[62] COc1ccc(S(=O)(=O)NCC(c2ccc(N(C)C)cc2)N2CCOCC2)cc1 (stereo not given)
[63] COC(=O)Cc1ccc(NC(=S)N2CCC(Cc3ccccc3)CC2)cc1
[64] O=[N+]([O-])c1nn(-c2ccc3c(c2)OCCO3)n(O)c1=NCCCO

| entry no. | 57 | 58 | 59 | 60 | 61 | 62 | 63 | 64 |
| --- | --- | --- | --- | --- | --- | --- | --- | --- |
| N370S GC | nt | -18% | -5% | nt | nt | nt | 4% | -2% |
| FEN1 inh | -3% | -3% | 9% | 0% | -5% | 24% | -5% | -1% |
| TDP1 block | -3% | -2% | 7% | -2% | 6% | 6% | nt | 1% |

[65] CCCCCCN(C(=O)CCCCCN1C(=O)NC(c2ccc(-c3ccccc3)cc2)C(C(=O)OCc2ccccc2)=C1C)C(C(=O)NCCCC)c1ccc(-c2ccccc2)cc1 (stereo not given)
[66] CN(C)CCCNc1ccc(-c2n[nH]c(=O)c3ccccc23)cc1[N+](=O)[O-]
[67] CCC1CCCCN1C(=O)CSc1nc2ccsc2c(=O)n1Cc1ccccc1 (stereo not given)
[68] O=S(=O)(c1ccccc1C(F)(F)F)N1CCN(c2nc(-c3ccccc3)nc3ccccc23)CC1
[69] CCOc1ccc(CN(C(=O)c2nc(SC)ncc2Cl)C2CCS(=O)(=O)C2)cc1 (stereo not given)
[70] COC(CNC(=O)C(=O)NCC1OCCN1C(=O)c1ccc(Cl)cc1)OC (stereo not given)
[71] O=C(O)CN(CCN(CC(=O)O)CC(=O)O)CC(=O)O
[72] Cc1cnc(C(=O)OCC(=O)c2cc(C)n(C)c2C)cn1

| entry no. | 65 | 66 | 67 | 68 | 69 | 70 | 71 | 72 |
| --- | --- | --- | --- | --- | --- | --- | --- | --- |
| N370S GC | -3%&-12% | -13% | 9% | nt | nt | 4% | 9%&18% | -2% |
| FEN1 inh | nt | ? | -6% | -9% | 4% | -1% | nt | 5% |
| TDP1 block | 5%&6% | nt | 6% | 0% | 0% | -3% | 15% | 3% |

[73] COc1ccc(CCn2c(-c3ccco3)nc3ccccc3c2=O)cc1OC
[74] CCOC(=O)CSc1nnc(-c2ccc(OC)cc2OC)o1
[75] O=C1CC2(CCN(C(=O)c3ccccc3Br)CC2)Oc2ccccc21
[76] CCCCC1(CC(=O)OC)C(=O)N(c2ccccc2)N(c2ccccc2)C1=O
[77] CCc1ccc(C2=CC(c3cc(Br)ccc3F)n3ncnc3N2)cc1 (stereo not given)
[78] CN(C)S(=O)(=O)c1cccc(C(=O)OCC(=O)Nc2sccc2C#N)c1
[79] CCCC(=O)Nc1cc(C(=O)NCc2ccccc2)ccc1S(=O)(=O)c1ccc(Cl)cc1
[80] COc1ccc(C)cc1NC(=S)Nc1ccccc1SC

| entry no. | 73 | 74 | 75 | 76 | 77 | 78 | 79 | 80 |
| --- | --- | --- | --- | --- | --- | --- | --- | --- |
| N370S GC | 2% | 3% | -4% | -2% | 4% | -1% | nt | 1% |
| FEN1 inh | -3% | 0% | 4% | -4% | -8% | 2% | -15% | -6% |
| TDP1 block | 3% | 10% | 1% | -3% | 3% | -2% | 2% | -3% |
